Screens as filed in PubChem.
ER stress death: protection against thapsigargin ER stress killing – CSM14.1 cells, ATP luminescence, primary screen; CSM14.1 thapsigargin ER stress survival; AID 1010, 2008; 48,000 compounds, 0.33% hits; relative survival (cellular ATP), % at 15 µg/mL (by protocol);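 active = survival measured by cellular ATP above 50% at 15 µg/ml in the first screen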;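 note: cell death triggered by about 15 µM thapsigargin; ATP read 24 h after thapsigargin was added; plate controls were thapsigargin with DMSO for no effect and DMSO without thapsigargin for full effect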
* marks the source's active call; other numbers are inactive results. Some of the compounds tested (hit frequency here may not be typical).

SMILES	ER stress death
CC(C)C(C(=O)O)N1C(=O)/C(=C/c2ccc(C(=O)O)cc2)SC1=S (configuration not stated)	10
c1ccc2oc(SCCCCCSc3nc4ccccc4o3)nc2c1	24
Cc1ccc(C23CC4CC(CC(C(=O)Nc5ccc(C(=O)O)cc5)(C4)C2)C3)cc1	7
COc1ccc(NC(=O)C2=C(C)NC(=O)NC2c2ccc(OC)cc2)cc1 (configuration not stated)	2
CCOC(=O)c1c(NC(=O)COc2cc(C)ccc2C(C)(C)C)sc(C(C)=O)c1C	16
CCOC(=O)C1Cc2cc3c(cc2C1=O)CC(C(=O)OCC)C3=O (configuration not stated)	-3
COc1cc(OC)cc(C(=O)Nc2ccccc2Br)c1	-1
C=CCN1C(=O)C(Cc2ccc(OC)cc2)SC1=Nc1ccc(C(=O)O)cc1 (configuration not stated)	5
COc1ccc(Cl)cc1C(=O)Nc1cc([N+](=O)[O-])ccc1Cl	1
CC(C(=O)N1CCN(C)CC1)N1C(=O)c2ccccc2C1=O (configuration not stated)	0
Cc1c(Cl)cccc1N1CC(C(=O)Nc2nccs2)CC1=O (configuration not stated)	0
N/C(=N\OC(=O)c1cccc(F)c1)c1cccnc1	-10
CCC(=O)Nc1cc(-c2nc3ccccc3o2)ccc1OC	-5
COc1ccc(C(=O)NC(Oc2ccc(Cl)cc2)C(Cl)(Cl)Cl)cc1OC (configuration not stated)	9
CCOc1ccc(N(CC(=O)NC2CCCCC2)S(=O)(=O)c2ccc(Cl)cc2)cc1	-1
COc1ccc(CN2CCN(S(C)(=O)=O)CC2)cc1Br	-2
CCOC(=O)c1c(NC(=O)c2ccccc2OC)sc(C(=O)Nc2ccccc2F)c1C	-1
Cc1ccc(Cl)cc1NC(=O)C(=O)NCCc1ccccc1	14
COc1ccc(NC(=O)c2sc3cc(C)ccc3c2Cl)c(OC)c1	9
CCCOc1ccc(N2C(=O)CC(N(CCc3ccccc3)C(=S)Nc3ccccc3)C2=O)cc1 (configuration not stated)	-6
Cc1ccccc1OCC(=O)Nc1ccc(I)cc1	7
O=c1oc2cc(OCc3ccc(Br)cc3)ccc2c2ccccc12	12
CC(CN)(NS(=O)(=O)c1ccccc1)c1ccccc1 (configuration not stated)	0
COc1cc(/C=N/N2C(=O)CSC2=S)cc(Cl)c1OCCOc1ccc(Br)cc1	-2
COc1cc(OC)c(C=Nc2cccc(C(N)=O)c2)cc1Br	20
The results go on.
SMILES	ER stress death
O=C(Nc1cccnc1)c1cc(-c2ccccc2Cl)nc2ccccc12	0
Cc1cc(OCC(O)CNC(C)C)ccc1C(C)C (configuration not stated)	-27
O=Cc1ccc(Oc2ncnc3ccccc23)cc1	-1
CCOc1ccccc1NC(=O)c1cc(Cl)ccc1Cl	2
Cc1ccc(C(=O)Nc2cccc3ccccc23)o1	8
Cc1ccccc1NS(=O)(=O)c1ccc2c(c1)C(=O)c1cc(S(=O)(=O)Nc3ccccc3C)ccc1-2	4
Cc1cccc(NS(=O)(=O)c2ccc([N+](=O)[O-])cc2)n1	7
O=C(NC(=S)NC1CCSC1=O)c1ccco1 (configuration not stated)	3
O=C(Nc1cc(Cl)cc(Cl)c1)c1ccc(-c2ccc([N+](=O)[O-])cc2)o1	12
Cc1ccc([N+](=O)[O-])cc1N1C(=O)C2C(C1=O)C1C=CC2C12CC2 (configuration not stated)	1
CC(C)c1ccccc1NS(=O)(=O)c1cccc([N+](=O)[O-])c1	2
Cc1ccc(CNC(=O)c2ccc([N+](=O)[O-])cc2)cc1	18
COc1cccc(CN2CCN(C(=O)c3ccccc3OC)CC2)c1	7
CCC12c3ccccc3C(c3ccccc31)C1C(=O)N(c3ccc(C)c(Cl)c3)C(=O)C12 (configuration not stated)	-2
O=C(Nc1ccc(Cl)c(Cl)c1)c1cc([N+](=O)[O-])ccc1N1CCCCC1	2
CN1CCN(C(=O)/C(=C\c2cccs2)NC(=O)c2ccccc2)CC1	9
N/C(Cc1ccc([N+](=O)[O-])cc1)=N\OC(=O)c1ccc2ccccc2c1	-1
O=C1C=CC(=O)N1c1ccc(Oc2ccc(S(=O)(=O)c3ccc(Oc4ccc(N5C(=O)C=CC5=O)cc4)cc3)cc2)cc1	4
O=C1C2C(c3ccccc3)C=CC(c3ccccc3)C2C(=O)N1c1cccnc1 (configuration not stated)	-2
CCc1ccc2oc(-c3cccc(NC(=O)c4ccccc4Br)c3)nc2c1	7
CC(=O)NNc1nc2c(c(=O)[nH]c(=O)n2C)n1CCc1ccccc1	-1
O=c1/c(=C/c2ccccc2OS(=O)(=O)c2ccccc2)sc2nc3ccccc3n12	-4
COc1ccc(C2CC(c3ccccc3O)=NN2)cc1 (configuration not stated)	-8
O=C(N/N=C/c1cccs1)c1cc(-c2ccc3ccccc3c2)n[nH]1	4
Cc1cccc(NC(=O)c2cc([N+](=O)[O-])ccc2Cl)c1C	3
(cont.)
SMILES	ER stress death
c1cc(CN2CCN(C3CCCCC3)CC2)ccn1	-4
CCn1cc(C(=O)NN)c(=O)c2cc(F)c(N3CCCCC3)cc21	4
CCCCCC12CCC(O)(CC1)C/C2=N/NS(=O)(=O)c1ccc(C)cc1	9
Cc1cc(C)cc(N2C(=O)NC(=O)/C(=C\c3ccc(C(=O)O)cc3)C2=O)c1	-1
CC(C)c1ccc(N2C(=O)NC(=O)/C(=C/c3ccc(I)o3)C2=O)cc1	3
CCOC(=O)c1c(C)nc(C(Cl)(Cl)Cl)nc1N	0
Cc1cc(=O)oc2cc(OCC(=O)c3ccc(-c4ccccc4)cc3)ccc12	-1
COc1ccc(/C=N/N=C2/NC(=O)C(CC(=O)O)S2)cc1OC (configuration not stated)	8
COc1ccc([N+](=O)[O-])cc1NC(=O)CC(C)C	2
Cc1ccc(CNC(=O)C23CC4CC(CC(C4)C2)C3)cc1	2
Cc1cccc(N2C(=O)C3C(c4ccccc4)C=CC(c4ccccc4)C3C2=O)c1C (configuration not stated)	14
O=C(Nc1ccc(Cc2ccncc2)cc1)c1ccc2ccccc2c1	8
CC(=O)Nc1ccc2cc(S(=O)(=O)O)cc(OS(=O)(=O)c3ccccc3)c2c1	-4
Cc1ccc(N2CC(C(=O)N/N=C/c3cccc(Br)c3)CC2=O)cc1 (configuration not stated)	-2
CCCCOC(=O)c1cccc(NC(=O)/C=C/c2ccc(OC)cc2)c1	-3
Cc1ccc(C2CC(C(F)(F)F)n3ncc(C(=O)NCCN4CCOCC4)c3N2)cc1 (configuration not stated)	-6
CCOCCOC(=O)C1=C(C)N(CC)C(=O)NC1c1ccc([N+](=O)[O-])cc1 (configuration not stated)	8
Cc1cccc(OCC(=O)Nc2cccc(Br)c2)c1	2
CC(=O)Nc1ccc(-c2csc(N)n2)cc1	-1
O=C(Nc1cccc2ccccc12)c1ccc(-c2cccc([N+](=O)[O-])c2)o1	14
CCOc1ccccc1NC(=O)C(=O)NCCc1ccc(OC)c(OC)c1	-1
O=C(CSc1nnc(-c2ccccc2)c(-c2ccccc2)n1)Nc1nccs1	4
COc1cc([N+](=O)[O-])cc(/C=C2/C(=O)NC(=O)N(c3ccc(C)cc3)C2=O)c1O	8
COc1ccc(NC(=O)COc2ccc(C)cc2C)c([N+](=O)[O-])c1	10
ONC(=Nc1ccc2c(c1)OCO2)C(=Nc1ccc2c(c1)OCO2)NO	-3

Quoted from above (20 entries):
SMILES	ER stress death
c1cc(CN2CCN(C3CCCCC3)CC2)ccn1	-4
CCn1cc(C(=O)NN)c(=O)c2cc(F)c(N3CCCCC3)cc21	4
CCCCCC12CCC(O)(CC1)C/C2=N/NS(=O)(=O)c1ccc(C)cc1	9
Cc1cc(C)cc(N2C(=O)NC(=O)/C(=C\c3ccc(C(=O)O)cc3)C2=O)c1	-1
CC(C)c1ccc(N2C(=O)NC(=O)/C(=C/c3ccc(I)o3)C2=O)cc1	3
CCOC(=O)c1c(C)nc(C(Cl)(Cl)Cl)nc1N	0
Cc1cc(=O)oc2cc(OCC(=O)c3ccc(-c4ccccc4)cc3)ccc12	-1
COc1ccc(/C=N/N=C2/NC(=O)C(CC(=O)O)S2)cc1OC (configuration not stated)	8
COc1ccc([N+](=O)[O-])cc1NC(=O)CC(C)C	2
Cc1ccc(CNC(=O)C23CC4CC(CC(C4)C2)C3)cc1	2
Cc1cccc(N2C(=O)C3C(c4ccccc4)C=CC(c4ccccc4)C3C2=O)c1C (configuration not stated)	14
O=C(Nc1ccc(Cc2ccncc2)cc1)c1ccc2ccccc2c1	8
CC(=O)Nc1ccc2cc(S(=O)(=O)O)cc(OS(=O)(=O)c3ccccc3)c2c1	-4
Cc1ccc(N2CC(C(=O)N/N=C/c3cccc(Br)c3)CC2=O)cc1 (configuration not stated)	-2
CCCCOC(=O)c1cccc(NC(=O)/C=C/c2ccc(OC)cc2)c1	-3
Cc1ccc(C2CC(C(F)(F)F)n3ncc(C(=O)NCCN4CCOCC4)c3N2)cc1 (configuration not stated)	-6
CCOCCOC(=O)C1=C(C)N(CC)C(=O)NC1c1ccc([N+](=O)[O-])cc1 (configuration not stated)	8
Cc1cccc(OCC(=O)Nc2cccc(Br)c2)c1	2
CC(=O)Nc1ccc(-c2csc(N)n2)cc1	-1
O=C(Nc1cccc2ccccc12)c1ccc(-c2cccc([N+](=O)[O-])c2)o1	14

Next part:
SMILES	ER stress death
O=C(c1ccc(Br)o1)N1CCN(c2ccc(Cl)cc2)CC1	4
O=C(O)c1ccc(N/N=C/c2ccc3c(c2)OCO3)cc1	2
CCNC(=O)C(=O)Nc1ccc(OC)cc1	1
COc1ccc(OC)c(/C=C2\C(=O)NN(c3ccc(Cl)c(Cl)c3)C2=O)c1	4
OC1CC(c2ccccc2)NC(c2ccco2)C1 (configuration not stated)	-1
O=C(Cn1c2ccccc2c(=O)c2ccccc21)N/N=C/c1cc([N+](=O)[O-])ccc1N1CCCC1	-3
Cc1[nH][nH]c(=O)c1C(c1ccccc1Cl)C(C#N)C#N (configuration not stated)	-8
Cc1ccc2nc(/C(C#N)=C\c3cc(Br)ccc3OC(C)C)[nH]c2c1	3
Cc1c(-c2ccc(Cl)cc2Cl)nc2ccccc2c1C(=O)NCc1ccc2c(c1)OCO2	4
N#C/C(=C/c1cccc(C(F)(F)F)c1)C(=O)Nc1cccc(Br)c1	2
O=C(N/N=C/c1ccccc1O)C12CC3CCC(CC(C3)C1)C2	-12
C=CCC1S/C(=N\N=C\c2ccc(Cl)cc2)NC1=O (configuration not stated)	2
COC(=O)c1ccc(OC(=O)CN2C(=O)c3cccc([N+](=O)[O-])c3C2=O)cc1	9
O=C(/C=C\Nc1ccc(Br)cn1)c1ccc(Cl)cc1	8
COc1ccc(S(=O)(=O)Nc2ccc(Br)cc2F)cc1	2
CCOC(=O)c1c(NC(=O)c2ccc(S(=O)(=O)N3CCCCCC3)cc2)sc2c1CCC2	6
Cc1cc(Cl)ccc1OC(C)C(=O)NCCC1=CCCCC1 (configuration not stated)	9
O=C1NN(c2ccc(Cl)c(Cl)c2)C(=O)/C1=C/c1ccccc1O	7
O=C1NN(c2ccccc2)C(=O)/C1=C/c1ccc(-c2ccccc2Cl)o1	-2
CCOc1ccccc1OCCN(CC)CC	-14
CC(=O)N/C(=C\c1ccccc1)C(=O)N1CCCCCC1	4
CN1CCC(=NNC(=O)C(=O)NC2CCCC2)CC1	6
COc1ccc(/C=C/C(=O)NC(C)Cc2ccccc2)cc1OC (configuration not stated)	-3
O=C1CC(N2CCC(Cc3ccccc3)CC2)C(=O)N1c1cccc(Br)c1 (configuration not stated)	8
CCOc1ccc(/C=C/C(=O)N(C)Cc2ccccc2)cc1OC	10
The listing continues:
SMILES	ER stress death
CCC(C)c1ccc(OCCOc2ccc(/C=C3/SC(=S)N(C)C3=O)cc2OC)cc1 (configuration not stated)	89*
CCOC(=O)/C=C/C(=O)Nc1nc(-c2ccc(C)cc2)cs1	-8
O=c1c2ccccc2nc(Cc2ccccc2)n1-c1cccc2ccccc12	6
O=C(NC(=S)Nc1ccc(-c2nc3ccccc3o2)cc1)c1ccco1	-1
N#C/C(=C\c1cn(CC(=O)Nc2ccccc2)c2ccccc12)c1nc2ccccc2[nH]1	11
COc1ccc(S(=O)(=O)Nc2cc(C)ccc2C)cc1OC	2
COc1ccc(N/C(N)=N\c2nc(C)cc(C)n2)c(OC)c1	-2
CCc1ccc(OCC(=O)Nc2ccc(OC(F)(F)F)cc2)cc1	1
COC(=O)N(C)CCCC1(C)C(=O)N(C)c2ccc(O)cc21 (configuration not stated)	1
O=C(N1CCOCC1)C(F)(F)C(F)(F)C(F)(F)C(F)(F)C(=O)N1CCOCC1	3
O=C(CSc1nnc(-c2ccc(Br)cc2)o1)OCc1ccccc1	4
Cc1cc(C)n2c(SCCc3ccccc3)nnc2n1	6
O=C(CC1SC(=Nc2ccccc2)N(c2ccccc2)C1=O)Nc1cccc(Cl)c1 (configuration not stated)	7
COc1ccc(C2=Nc3ccccc3NC(c3ccc([N+](=O)[O-])cc3)C2)cc1 (configuration not stated)	13
CCOc1ccccc1NC(=O)c1ccc(CN(c2ccccc2)S(C)(=O)=O)cc1	11
C=CCc1cc(/C=C2/C(=O)NC(=O)N(c3ccccc3)C2=O)cc(OC)c1O	5
COc1ccc(OCC(=O)N2c3ccccc3Sc3ccc(Cl)cc32)cc1	8
O=S(=O)(c1ccc(Br)c2ccccc12)N1CCOCC1	-5
Nc1ncn(-c2ccc(Cl)cc2)c1C(=O)c1ccc([N+](=O)[O-])cc1	2
CCN(C(=O)c1cccc([N+](=O)[O-])c1C)C1CCCCC1	0
C(=Nc1ccc(-c2nnc(-c3ccccc3)o2)cc1)c1c2ccccc2cc2ccccc12	-11
O=C(COc1cccc2ccccc12)NCc1cccnc1	1
O=C(O)c1cn(-c2ccccc2)nc1-c1ccc(Br)cc1	12
COc1cc(C=O)cc(Br)c1OCCOc1ccc(C)c(C)c1	9
CCC(C)c1c(O)nc(SCC(=O)Nc2nc3ccccc3s2)[nH]c1=O (configuration not stated)	1
(further entries)
SMILES	ER stress death
O=S(=O)(c1cc(Cl)ccc1Br)n1nnc2ccccc21	5
O=C1NC(=Nc2ccc(O)cc2)S/C1=C/C(Cl)=C/c1ccc([N+](=O)[O-])cc1	2
Cc1ccc(OCCOc2ccc(/C=N/n3cnnc3)cc2)cc1	8
CCOc1ccc(-c2cc(C)n3nc(C(=O)Nc4ccccc4C(=O)OC)cc3n2)cc1	5
C/C(O)=C\C(N)=N/c1nc(C)cc(C)n1	7
O=C(c1nn2c(c1Br)NC(c1cccs1)CC2C(F)(F)F)N1CCOCC1 (configuration not stated)	5
